WRN helicase inh: qHTS for Inhibitors of WRN Helicase. Bifunctional 3'-5' exonuclease/ATP-dependent helicase WRN (Homo sapiens), Q14191. WRN helicase unwinding, fluorescent forked duplex, kinetic. Potency, µM (series often up to 114 µM), inactives show at the top dose activity change, negative = inhibition, actives largely listed as inhibitors. hit rate 0.46% among 360,000; further: potency means the concentration at half of the fitted maximal effect; on the % scale 0 is the no-effect control and ±100 the full control effect; nearly all actives have a fitted effect of over 55% in size
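WRN at 20 nM final preincubated with compound 15 min at room temperature; reaction started with 100 nM fluorophore/quencher forked duplex oligonucleotide and 2 mM ATP final. Unwinding followed kinetically by red fluorescence (ex 525, em 598 nm).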
aSyn rescue: qHTS of alpha-syn Inhibitors. hit rate 0.14% among 370,000. Potency, µM (titrated, usually from 46.1 µM), for the others: at the top dose growth rescue (activation), actives largely listed as activators. AID 652106, 2013. Yeast expressing alpha-synuclein, growth rescue, BacTiter-Glo, 24 h; further: potency means the concentration at half of the fitted maximal effect; % of control where 0% means no effect; nearly all actives have a fitted effect of over 65% in size
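Galactose-induced alpha-syn yeast (OD600=0.02, raffinose-pregrown) + pinned cpd, 24 hr, 30 deg C; growth by BacTiter-Glo luminescence. Growth restoration scores as activation.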
EPAC1 antagonist: qHTS for Antagonist of cAMP-regulated guanine nucleotide exchange factor 3 (EPAC1): primary screen | EPAC1 GEF assay, Rap1b-BODIPY-GDP exchange fluorescence | Potency, µM (top dose mostly 115 µM), inactives show at the highest dose activity change, negative = inhibition, actives largely listed as inhibitors | hit rate 0.14% among 360,000 | AID 720709, 2013;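 further: potency means the concentration at half of the fitted maximal effect; plate controls were vehicle for no effect and positive control for full effect; nearly all actives have a fitted effect of over 50% in size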
Target sequence (O95398 whole entry, looked up): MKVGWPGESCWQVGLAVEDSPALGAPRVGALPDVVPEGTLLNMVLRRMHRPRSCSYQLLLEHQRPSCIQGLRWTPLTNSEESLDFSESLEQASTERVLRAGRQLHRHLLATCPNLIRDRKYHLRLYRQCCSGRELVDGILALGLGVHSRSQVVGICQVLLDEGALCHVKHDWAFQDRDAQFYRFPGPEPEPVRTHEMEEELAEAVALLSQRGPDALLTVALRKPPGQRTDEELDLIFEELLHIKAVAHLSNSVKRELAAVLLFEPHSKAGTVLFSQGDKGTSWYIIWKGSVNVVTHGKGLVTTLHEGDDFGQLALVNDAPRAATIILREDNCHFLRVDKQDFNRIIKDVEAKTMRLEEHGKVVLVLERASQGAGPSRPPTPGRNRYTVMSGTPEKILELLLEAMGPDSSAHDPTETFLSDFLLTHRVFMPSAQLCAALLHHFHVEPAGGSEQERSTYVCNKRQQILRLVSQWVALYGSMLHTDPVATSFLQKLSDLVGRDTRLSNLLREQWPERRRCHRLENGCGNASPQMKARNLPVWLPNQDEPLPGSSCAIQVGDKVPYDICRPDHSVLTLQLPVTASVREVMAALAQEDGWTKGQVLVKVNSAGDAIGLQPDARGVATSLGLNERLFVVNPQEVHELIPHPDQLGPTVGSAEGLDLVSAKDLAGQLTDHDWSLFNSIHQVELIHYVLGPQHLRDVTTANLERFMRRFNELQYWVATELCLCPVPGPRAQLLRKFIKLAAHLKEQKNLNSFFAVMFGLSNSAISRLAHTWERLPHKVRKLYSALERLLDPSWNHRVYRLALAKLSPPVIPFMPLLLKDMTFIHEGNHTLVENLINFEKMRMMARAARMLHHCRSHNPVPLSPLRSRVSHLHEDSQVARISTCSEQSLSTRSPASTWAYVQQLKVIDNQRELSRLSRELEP
IL2 activator: qHTS of IL-2 Activators. activation, % (series mostly up to about 46 µM). IL-2 activation reporter assay, cell-based qHTS; stimulated with anti-CD3/CD4/CD28 beads; in transgenic mouse T cells. hit rate 0.065% among 360,000; in the data active means activation above about 50%; inconclusive means mostly about 30% to 49%; further: 0% is about no effect
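Unstimulated transgenic mouse T cells, 750 per well, received compound and, after 60 minutes, anti-CD3/anti-CD4 bead plus anti-CD28 stimulation. EGFP and DsRed were quantified after 18 hours.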
FUS suppressor: qHTS for Suppressors of FUS Proteinopathy: Primary screen using FUS-linked yeast assay. S. cerevisiae FUS-expressing, growth rescue, OD600, 24 h. hit rate 0.24% among 390,000. Potency, µM (titrated, usually from 76.6 µM), without a hit: at the highest dose growth rescue (activation), usual class: activators;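 further: potency means the concentration at half of the fitted maximal effect; plate controls were DMSO vehicle for no effect and reference control for full effect; nearly all actives have a fitted effect of over 55% in size; some results filed as inactive show a strong effect at the top dose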
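FUS-expressing yeast, raffinose-pregrown, induced in 2% galactose minimal medium at OD 0.005; compounds in a dilution series, 24hr at 30C. Growth restoration read as absorbance at 600 nm. CP55940 positive control, DMSO negative.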
EPAC1 ag: qHTS for Agonist of cAMP-regulated guanine nucleotide exchange factor 3 (EPAC1): primary screen | Potency, µM (series often up to 154 µM), for inactives: at the top dose activation, usual class: activators | AID 720707, 2013 | hit rate 0.073% among 360,000 | EPAC1 agonist qHTS, biochemical assay; response scale: 100% = response to 6.5 mM cAMP; further: potency means the concentration at half of the fitted maximal effect; nearly all actives have a fitted effect of over 60% in size
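Nucleotide exchange assay: 100 nM EPAC1 with 250 nM Rap1B loaded with BODIPY-GDP and 50 uM GDP, room temperature. Fluorescence (480/540 nm) read every 5 min for 30 min; signal change normalized to 6.5 mM cAMP as full agonist.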
Abeta yeast res: qHTS for compounds that reverse cellular toxicity of Amyloid beta (A-beta) peptide in yeast: Primary Screen; Potency, µM (titrated, usually from 46.1 µM), for inactives: at the top dose growth rescue, most hits filed as activators; yeast expressing A-beta42, growth rescue, OD600, 48 h; response scale: 0% DMSO, 100% iron-clioquinol control; hit rate 0.063% among 410,000; AID 1347071, 2019; further: potency means the concentration at half of the fitted maximal effect; nearly all actives have a fitted effect of over 55% in size
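Yeast growth medium received pinned compounds, then yeast cells expressing toxic A-beta were added; plates incubated at 30 C for 48 hr. Growth read as absorbance at 600 nm, normalized to DMSO and equimolar FeCl3 plus clioquinol controls.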
PLK1 PBD block: qHTS for Inhibitors of PLK1-PDB (polo-like kinase 1 - polo-box domain): Primary Screen. Potency, µM, without a hit: max response, negative = inhibition, usual class: inhibitors. AID 720504, 2013. hit rate 2.8% among 360,000. Plk1 PBD binding of FITC phosphopeptide, fluorescence polarization; further: potency means the concentration at half of the fitted maximal effect; series mostly up to about 57 µM; on the % scale 0 is the no-effect control and ±100 the full control effect; nearly all actives have a fitted effect of over 65% in size
PI5P4Ka inh: qHTS for Inhibitors of phosphatidylinositol 5-phosphate 4-kinase (PI5P4K); Phosphatidylinositol 5-phosphate 4-kinase type-2 alpha (Homo sapiens), P48426; PI5P4Kalpha enzyme, ADP-Glo luminescence, 60 min; active compounds read low; hit rate 1.2% among 330,000; max response, %; active means max response of -50% or lower; inconclusive means between -30% and -50%; inactive means -30% or higher; further: value at the top dose of about 77 µM; on the % scale 0 is the no-effect control and ±100 the full control effect
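Luminescence from ADP-Glo served as readout of PI5P4Kalpha activity in a qHTS format. Reaction: enzyme, substrate, compound, ATP at 5 microM final, 60 min at RT.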
Numbers without * were called inactive; ? = inconclusive; · = not tested or not shown; [ ] = dose if it differs, or a comment. Unless noted, the call rests on the fitted dose curve; in most records, active means well fitted curve in the direction sought with a large enough effect; inconclusive means small, poorly fitted or top-dose-only effect, or another doubt; inactive means no such curve, though single readings can be large; an effect the other way counts as inactive or inconclusive.

Results follow in this order: WRN helicase inh	aSyn rescue	EPAC1 antagonist	IL2 activator	FUS suppressor	EPAC1 ag	Abeta yeast res	PLK1 PBD block	PI5P4Ka inh
1	Cc1ccc(N=C2NC(=O)CS2)c(C)c1
→ 5%	-8%	3%	-0.4	-4%	-10%	-7%	-2%	-3
2	Cc1cc2oc(=O)cc(CN3CCN(S(=O)(=O)c4cccs4)CC3)c2cc1C(C)C
→ 0%	3%	-13%	-1.1	7%	-4%	19%	3%	-2
3	Cc1cc(NC(=O)CSc2nnc3ccccn23)no1
→ 9%	-5%	-5%	-2.8	-9%	0%	-13%	-4%	-4
4	O=C(NCc1ccccc1Cl)C1=CC=CN2CCS(=O)(=O)N=C12
→ 7%	-2%[1.84 µM]	14%	2.1	7%	0%	-5%	-14%	-6
5	Cc1ccc(C)c(NC(=O)c2cccc(Oc3ccc([N+](=O)[O-])cc3Cl)c2)c1
→ -1%	3%	-10%	-2.7	12%	-8%	13%	-3%	-7
6	O=[N+]([O-])c1cccnc1SCc1c(F)cccc1Cl
→ 6%	2%	10%	0.0	13%	-13%	13%	4%	4
7	Cc1ccc(S(=O)(=O)Nc2nccs2)cc1[N+](=O)[O-]
→ -4%	-1%	-7%	0.3	-8%	1%	-10%	-12%	?
8	O=S(=O)(c1cccc(Cl)c1Cl)N1CCN(C(=S)NCCCN2CCOCC2)CC1
→ -12%	2%	-9%	-0.2	9%	-3%	-5%	?	6
9	CCCc1cc(C(=O)N2CCN(c3ccccc3C)CC2)cs1
→ -14%	7%	-5%	-1.5	30%	18%	12%	0%	·
10	C=CCn1c(NCc2c[nH]c3ccccc23)nc2ccccc21
→ -5%	3%	-17%	0.4	15%	4%	-1%	-9%	-5
11	COc1cccc(C2C(C(=O)Nc3ccc(C)cc3C)=C(C)Nc3ncnn32)c1OC (configuration not stated)
→ 3%	-5%	4%	-0.4	2%	2%	5%	-9%	·
12	C=C(c1cccc2ccccc12)P(=O)(O)O
→ -4%	-2%	-7%	0.5	?	5%	8%	-4%	2
13	O=C(NCCCN1CCOCC1)c1ccccc1NS(=O)(=O)c1cc([N+](=O)[O-])ccc1Cl
→ -2%	-1%	20%	-0.6	12%	-10%	2%	-1%	3
14	O=C(CSc1nnc2c(n1)[nH]c1ccccc12)OCc1ccccc1
→ -7%	-2%	-1%	1.5	-10%	5%	0%	0%	-2
15	CC(Sc1cccc[n+]1[O-])C(=O)Nc1ccc(Oc2ccccc2)cc1 (configuration not stated)
→ 0%	3%	2%	-4.9	-13%	6%	-9%	?	6
16	Cc1ccc(NC(=O)Cn2nc(C)c([N+](=O)[O-])c2C)cc1Cl
→ 0%	0%	-8%	-0.7	23%	2%	8%	-13%	6
17	O=C1CN(C(=O)CSc2nc(-c3ccc(Cl)cc3)cs2)c2ccccc2N1
→ 13%	-1%	-12%	-2.9	-9%	-5%	-4%	-18%	1
18	Cc1cc(NCc2ccccc2)nc(-c2ccccc2O)n1
→ -7%	-12%	0%	-1.4	12%	14%	24%	0%	18
19	O=C(CCc1[nH]c2ccccc2c1Sc1ccccc1)N(CCO)CCO
→ 3%	1%	-4%	1.2	20%	-9%	13%	30µM*	1
20	CCOC(=O)CCC(=O)N1CCOCCOCCOCC1
→ -3%[57.1 µM]	-4%	2%	0.8	-17%	-5%	-1%	-5%	·
21	Cc1ccc(CSC2=NCCN2C(=O)c2ccc(S(=O)(=O)N(C)C)cc2)cc1
→ -2%	-1%	-6%	0.5	-28%	8%	12%	-4%	8
22	Cc1ccc2nc(-c3ccc(C#N)cc3)c(Cc3ccccn3)n2c1
→ -10%	-5%	4%	-0.2	9%	16%	-10%	-11%	-1
23	COc1ccccc1NC(=O)/C=C1\NC(=O)CS1
→ 8%	-7%	6%	-4.0	-19%	-9%	-9%	-2%	0
24	CCOC(=O)N1CCC(NC(=O)c2ccc3c(c2)N=C(CC)c2ccccc2S3)CC1
→ 2%	6%	-9%	0.3	?	-1%	4%	-11%	-5
25	COc1ccc(CC(=O)NCc2nnc(SCC(=O)N3CCN(c4ccccc4)CC3)n2C)cc1
→ 6%	-1%	-8%	1.7	18%	0%	8%	-7%	·
26	Cc1cc(F)ccc1N1CCC(N2CCN(C)C(CCO)C2)CC1 (configuration not stated)
→ -32%	-1%	-3%	2.6	8%	15%	-12%	-9%	7
27	C[C@@H](C(=O)Nc1ccc2c(c1)OCCO2)n1nnc2ccccc2c1=O
→ 1%	2%	-22%	-0.6	30%	4%	5%	0%	1
28	NC(=O)COC(=O)c1cccc2c1-c1ccccc1C2=O
→ -10%	-2%	2%	-0.3	2%	8%	-6%	-15%	-1
29	COC(=O)c1nn(-c2ccc(Oc3ccccc3)cc2)c(=O)cc1O
→ -3%	1%	?	0.1	23%	-3%	5%	-16%	-8
30	COc1cccc(NC(=O)c2cc(C(=O)Nc3cccc(OC)c3)n(C)n2)c1
→ -9%	-2%	-10%	-0.4	9%	15%	2%	-3%	-1

Continued, starting with the last 5 of the part before.
Results follow in this order: WRN helicase inh	aSyn rescue	EPAC1 antagonist	IL2 activator	FUS suppressor	EPAC1 ag	Abeta yeast res	PLK1 PBD block	PI5P4Ka inh
26	Cc1cc(F)ccc1N1CCC(N2CCN(C)C(CCO)C2)CC1 (configuration not stated)
→ -32%	-1%	-3%	2.6	8%	15%	-12%	-9%	7
27	C[C@@H](C(=O)Nc1ccc2c(c1)OCCO2)n1nnc2ccccc2c1=O
→ 1%	2%	-22%	-0.6	30%	4%	5%	0%	1
28	NC(=O)COC(=O)c1cccc2c1-c1ccccc1C2=O
→ -10%	-2%	2%	-0.3	2%	8%	-6%	-15%	-1
29	COC(=O)c1nn(-c2ccc(Oc3ccccc3)cc2)c(=O)cc1O
→ -3%	1%	?	0.1	23%	-3%	5%	-16%	-8
30	COc1cccc(NC(=O)c2cc(C(=O)Nc3cccc(OC)c3)n(C)n2)c1
→ -9%	-2%	-10%	-0.4	9%	15%	2%	-3%	-1
31	CSCCC(NC(=O)COc1ccccc1)C(=O)OC(C)C(=O)Nc1ccccc1C (configuration not stated)
→ -1%	2%	-3%	-4.5	-6%	0%	21%	6%	-1
32	O=C(CSc1nncs1)Nc1ccc(Cl)cn1
→ -18%	0%	-3%	-0.5	·	6%	-3%	-25%	-20
33	CCOCCCNS(=O)(=O)c1ccc(NC(=O)N2c3ccccc3Sc3ccccc32)cc1
→ -8%	6%	-4%	-2.5	39%	5%	14%	-7%	2
34	COc1cc(OC)cc(-c2oc(=O)c3cc(OC)c(OC)cc3c2/C=C/c2ccc(F)cc2)c1
→ -3%	0%	5%	0.5	-5%	2%	3%	2%	6
35	CCC(=O)C1CCCN(C(=O)c2ccc(OC3CCN(C(=O)CCOC)CC3)cc2)C1 (configuration not stated)
→ 4%	-1%	3%	0.4	-7%	-5%	-2%	0%	-1
36	O=C(c1cccs1)N1CCN(Cc2ccccc2[N+](=O)[O-])CC1
→ -26%	-4%	-12%	-0.5	-1%	10%	-11%	-14%	-15
37	Cc1cc[n+](C(C)C(=O)c2ccc(-c3ccccc3)cc2)cc1 (configuration not stated)
→ -2%	-9%	3%	-0.5	15%	18%	-22%	-3%	4
38	O=C(O)c1cc(NS(=O)(=O)c2ccc(N3CCOCC3)c([N+](=O)[O-])c2)cc(C(=O)O)c1
→ -18%	-4%	-12%	-0.6	·	-8%	-16%	-14%	-5
39	C[C@@]12CCC=C[C@H]1[C@H](c1ccc(F)c(/C=C/c3ccccc3)c1)N(Cc1ccccc1)C2=O
→ -12%	16%	-20%	-0.5	28%	-7%	3%	-11%	-1
40	CCOc1ccc(/C=C2\SC(=S)N(C)C2=O)cc1OC
→ -4%	-2%	31%[activator]	0.4	22%	6%	-3%	-4%	0
41	CCCc1ccc(OCc2ccc(C(=O)NN)o2)c(OC)c1
→ 3%	-3%	-16%	-0.2	20%	-3%	-6%	-13%	1
42	CCOC(=O)N1CCN(C(=O)c2ccccc2N(Cc2ccccc2)S(=O)(=O)c2ccc(OC)cc2)CC1
→ -3%	-4%	?	0.0	?	0%	-8%	-3%	14
43	CC(=O)Nc1cc(C(F)(F)F)ccc1N1CCOCC1
→ -2%	0%	8%	-0.8	11%	-5%	8%	-1%	·
44	CCn1c(SCCN2CCCCC2)nnc1-c1ccc(S(=O)(=O)N2CCOCC2)cc1
→ 1%	-13%	10%	-2.2	18%	0%	-21%	-4%	-1
45	Cc1cc(S(=O)(=O)NCc2ccco2)c(C)cc1Cl
→ 8%	12%	-25%	-3.2	12%	-21%	7%	-23%	0
46	Cc1nc2c(C)cccc2c2c1CCS2
→ 7%	4%	1%	2.1	-5%	-1%	-15%	6%	0

From entry 40 up to 43, copied from above:
Results follow in this order: WRN helicase inh	aSyn rescue	EPAC1 antagonist	IL2 activator	FUS suppressor	EPAC1 ag	Abeta yeast res	PLK1 PBD block	PI5P4Ka inh
40	CCOc1ccc(/C=C2\SC(=S)N(C)C2=O)cc1OC
→ -4%	-2%	31%[activator]	0.4	22%	6%	-3%	-4%	0
41	CCCc1ccc(OCc2ccc(C(=O)NN)o2)c(OC)c1
→ 3%	-3%	-16%	-0.2	20%	-3%	-6%	-13%	1
42	CCOC(=O)N1CCN(C(=O)c2ccccc2N(Cc2ccccc2)S(=O)(=O)c2ccc(OC)cc2)CC1
→ -3%	-4%	?	0.0	?	0%	-8%	-3%	14
43	CC(=O)Nc1cc(C(F)(F)F)ccc1N1CCOCC1
→ -2%	0%	8%	-0.8	11%	-5%	8%	-1%	·

Compounds were not picked by outcome. Share with any hit: about 4.1%.
